High-throughput results from PubChem BioAssay.
WRN inhibitor = blocks human WRN helicase. Q14191. WRN helicase unwinding, fluorescent forked duplex, kinetic. Potency, µM (top dose mostly 114 µM), without a hit: at the top dose activity change, negative = inhibition, actives largely listed as inhibitors. 360,000 compounds, 0.46% hits. AID 651768; further: potency means the concentration at half of the fitted maximal effect; on the % scale 0 is the no-effect control and ±100 the full control effect; nearly all actives have a fitted effect of over 55% in size
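Screening of the MLSMR collection measured strand separation of a quenched forked DNA duplex (100 nM) by 20 nM WRN with 2 mM ATP, all final. Compounds were preincubated with enzyme 15 min at room temperature.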
PI5P4K alpha inh = PI5P4K alpha (human) kinase inhibition | PI5P4Kalpha enzyme, ADP-Glo luminescence, 60 min; active compounds read low | max response, % | P48426 | 330,000 compounds, 1.2% hits; active means max response of -50% or lower; inconclusive means between -30% and -50%; inactive means -30% or higher; further: value at the top dose of about 77 µM; on the % scale 0 is the no-effect control and ±100 the full control effect
Target sequence (P48426 whole entry, looked up): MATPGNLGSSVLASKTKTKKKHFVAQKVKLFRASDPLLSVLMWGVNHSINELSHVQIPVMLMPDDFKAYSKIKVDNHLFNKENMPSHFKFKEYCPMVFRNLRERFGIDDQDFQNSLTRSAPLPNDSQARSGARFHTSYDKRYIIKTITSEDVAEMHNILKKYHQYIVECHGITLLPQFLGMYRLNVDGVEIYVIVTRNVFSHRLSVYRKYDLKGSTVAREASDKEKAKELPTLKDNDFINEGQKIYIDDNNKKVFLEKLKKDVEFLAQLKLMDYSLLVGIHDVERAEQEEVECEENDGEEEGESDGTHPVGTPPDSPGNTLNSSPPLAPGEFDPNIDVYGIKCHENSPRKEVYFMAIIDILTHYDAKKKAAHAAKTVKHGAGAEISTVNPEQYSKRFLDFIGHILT
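Reactions run in 0.038 M HEPES pH 7.4, 0.28 mM EGTA, 0.1% CHAPS and 5% DMSO, with PI5P4Kalpha, substrate, compound and 5 microM ATP final, one hour at room temperature. Readout is ADP-Glo luminescence.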
Abeta rescue = A-beta toxicity reversal in yeast; 410,000 compounds, 0.063% hits; yeast expressing A-beta42, growth rescue, OD600, 48 h; response scale: 0% DMSO, 100% iron-clioquinol control; Potency, µM (titrated, usually from 46.1 µM), for inactives: at the top dose growth rescue, most hits filed as activators; AID 1347071; further: potency means the concentration at half of the fitted maximal effect; nearly all actives have a fitted effect of over 55% in size
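Yeast growth medium received pinned compounds, then yeast cells expressing toxic A-beta were added; plates incubated at 30 C for 48 hr. Growth read as absorbance at 600 nm, normalized to DMSO and equimolar FeCl3 plus clioquinol controls.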
EPAC1 agonist = EPAC1 (human) agonism | O95398 | EPAC1 agonist qHTS, biochemical assay; response scale: 100% = response to 6.5 mM cAMP | Potency, µM (highest dose often 154 µM), for inactives: at the top dose activation, usual class: activators | 360,000 compounds, 0.073% hits | AID 720707; further: potency means the concentration at half of the fitted maximal effect; nearly all actives have a fitted effect of over 60% in size
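Multi-concentration qHTS readout: loss of Rap1B-bound BODIPY-GDP fluorescence driven by 100 nM EPAC1 with excess GDP (50 uM), monitored kinetically at room temperature; agonist response expressed relative to 6.5 mM cAMP.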
EPAC1 antagonist = blocks human EPAC1 exchange factor; O95398; EPAC1 GEF assay, Rap1b-BODIPY-GDP exchange fluorescence; Potency, µM (series often up to 115 µM), inactives show at the top dose activity change, negative = inhibition, hits mostly inhibitors; 360,000 compounds, 0.14% hits; AID 720709;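 further: potency means the concentration at half of the fitted maximal effect; plate controls were vehicle for no effect and positive control for full effect; nearly all actives have a fitted effect of over 50% in size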
FUS suppressor = suppressors of FUS proteinopathy in yeast; Potency, µM (highest dose often 76.6 µM), for the others: at the top dose growth rescue (activation), most hits filed as activators; AID 1347120; S. cerevisiae FUS-expressing, growth rescue, OD600, 24 h; 390,000 compounds, 0.24% hits;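 further: potency means the concentration at half of the fitted maximal effect; plate controls were DMSO vehicle for no effect and reference control for full effect; nearly all actives have a fitted effect of over 55% in size; some results filed as inactive show a strong effect at the top dose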
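Yeast FUS proteinopathy model; galactose-induced FUS (2%), starting OD 0.005. Cpds in dilution series, 24hr, 30C, 99% humidity. Abs 600 nm growth. Pos ctrl CP55940 (top 92uM final); neg ctrl DMSO.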
IL-2 act = activators of IL-2; IL-2 activation reporter assay, cell-based qHTS; stimulated with anti-CD3/CD4/CD28 beads; in transgenic mouse T cells; activation, % (series mostly up to about 46 µM); 360,000 compounds, 0.065% hits; AID 652025; in the data active means activation above about 50%; inconclusive means mostly about 30% to 49%; further: 0% is about no effect
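Using fluorescent plate cytometry, EGFP and DsRed are detected in transgenic mouse T cells stimulated 18 h at 37 degrees C with antibody-coated beads after 60 min compound pretreatment.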
PLK1 PBD inh = inhibitors of human PLK1 polo-box domain binding. P53350. Potency, µM, inactives show max response, negative = inhibition, usual class: inhibitors. Plk1 PBD binding of FITC phosphopeptide, fluorescence polarization. 360,000 compounds, 2.8% hits; further: potency means the concentration at half of the fitted maximal effect; series mostly up to about 57 µM; on the % scale 0 is the no-effect control and ±100 the full control effect; nearly all actives have a fitted effect of over 65% in size
Target sequence (P53350 whole entry, looked up, the tested form may be a part): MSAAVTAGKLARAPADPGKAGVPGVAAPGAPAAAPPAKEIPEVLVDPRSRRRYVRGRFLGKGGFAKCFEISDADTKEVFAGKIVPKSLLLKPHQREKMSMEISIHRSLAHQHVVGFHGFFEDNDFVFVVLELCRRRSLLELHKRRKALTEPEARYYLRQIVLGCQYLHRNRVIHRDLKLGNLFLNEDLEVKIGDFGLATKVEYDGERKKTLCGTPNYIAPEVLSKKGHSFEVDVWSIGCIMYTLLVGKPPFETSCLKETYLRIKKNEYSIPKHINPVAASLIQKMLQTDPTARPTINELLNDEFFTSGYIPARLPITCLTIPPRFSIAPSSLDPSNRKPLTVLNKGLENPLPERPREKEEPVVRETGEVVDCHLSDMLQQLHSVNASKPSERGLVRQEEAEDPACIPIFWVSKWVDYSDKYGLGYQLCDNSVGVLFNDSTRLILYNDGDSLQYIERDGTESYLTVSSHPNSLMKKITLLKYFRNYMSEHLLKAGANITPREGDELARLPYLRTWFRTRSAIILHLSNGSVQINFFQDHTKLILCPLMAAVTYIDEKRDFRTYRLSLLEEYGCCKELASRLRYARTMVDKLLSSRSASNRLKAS
* = called active by the depositor; u = inconclusive; x = not tested or not shown; [ ] = another dose, or the depositor's remark. Unless noted, the call rests on the fitted dose curve; in most records, active means well fitted curve in the direction sought with a large enough effect; inconclusive means small, poorly fitted or top-dose-only effect, or another doubt; inactive means no such curve, though single readings can be large; an effect the other way counts as inactive or inconclusive.

SMILES | WRN inhibitor | PI5P4K alpha inh | Abeta rescue | EPAC1 agonist | EPAC1 antagonist | FUS suppressor | IL-2 act | PLK1 PBD inh
CC(C#N)(CCc1ccccn1)CCc1ccccn1 | 6% | 0 | 6% | -5% | -17% | -4% | -1.0 | -9%
O=C(/C=C/c1c(Cl)cccc1Cl)NCCc1ccccc1 | 4% | 1 | 16% | 0% | 12% | -1% | -2.4 | -1%
CCCCCn1cnc2c(=S)nc(N)[nH]c21 | 8% | u | -7% | -1% | -13% | -14% | -2.1 | u
C=CCn1c(=N)c(C(=O)NCCCOC)cc2c(=O)n3ccccc3nc21 | 7% | 0 | -10% | -1% | 3% | 25% | -1.6 | 2%
CCC(OC(=O)CN1C(=O)c2ccccc2C1=O)C(=O)NC1CCCC1 (stereo not given) | 2% | 0 | 2% | -13% | u | 7% | -1.4 | -13%
Cc1ccc(Nc2nc(N)c([N+](=O)[O-])c(N3CCOCC3)n2)cc1 | -21% | 4 | -8% | 10% | 3% | -6% | -0.2 | -2%
CCOc1cc(-c2nc(-c3ccncc3)no2)cc(OCC)c1OCC | 2% | 9 | -2% | -3% | 11% | -17% | -0.3 | -16%
Fc1ccccc1Cc1noc(CN2CCN(Cc3ccc4c(c3)OCO4)CC2)n1 | -4% | 0 | 11% | 9% | -14% | -21% | -3.1 | -9%
COc1ccc(N=C2SC(C(N)=O)CC(=O)N2Cc2ccc3c(c2)OCO3)cc1 (stereo not given) | -11%[57.1 µM] | 2 | 6% | -6% | -30% | 10% | -0.7 | -15%
CCCc1nnc(NC(=O)c2cc3ccccc3o2)s1 | -6% | -2 | -20% | -4% | -15% | -9% | -3.4 | -4%
COC(=O)C1=C(C)NC(=O)/C1=C\c1cc(C)n(-c2cc(C)cc(C)c2)c1C | -11% | -16 | -10% | 4% | 5% | u | 0.1 | -8%
COc1c(F)cccc1C1=CC(=O)C[C@H](c2ccc(F)cc2)C1 | -7% | 8 | 0% | -3% | -7% | 25% | -1.2 | 1%
S=C(Nc1ccccc1Cl)NC1CCC(NC(=S)Nc2ccccc2Cl)CC1 (stereo not given) | 1% | 3 | 13% | 6% | -3% | 11% | 1.4 | -25%
CCc1nnc(NC(=O)CSc2nc(N)c(NC(=O)c3ccc(OC)cc3)c(=O)[nH]2)s1 | 3% | -3 | -6% | u | -5% | 23% | 0.0 | -5%
Cc1cc(C)nc(OC(C(=O)O)C(OCc2ccccc2)(c2ccccc2)c2ccccc2)n1 (stereo not given) | -7% | 0 | 10% | 4% | -11% | 29% | 0.6 | -15%
O=C(Nc1cccc(Cl)c1Cl)c1ccc(-c2ccccc2)cc1 | 8% | -7 | -2% | -5% | 8% | x | -1.6 | -9%
CCCOC(=O)c1ccc(NC(=O)c2cc(OC)c(OC)c(OC)c2Br)cc1 | -13% | 3 | -3% | 14% | -6% | 22% | -1.0 | -18%
COc1ccc(OC)c(NC(=O)CCCc2ccccc2)c1 | -5% | 1 | 7% | 12% | 0% | -9% | -0.7 | -4%
Cc1ccc(CN(C)C(=O)CN2C(=O)NC(c3ccccc3)(c3ccccc3)C2=O)c(C)c1 | -10% | 5 | 3% | 7% | -23% | u | 1.2 | -2%
Cc1nc(NCCc2ccccc2)c2nnn(Cc3ccccc3Cl)c2n1 | 11% | -1 | 2% | -6% | -29% | -9% | 0.3 | 9%
O=C(Cc1ccccc1)Nc1ccccc1Oc1ccccc1 | -9% | -1 | -13% | 7% | 7% | x | -4.0 | 7%
Cc1ccc(N(C)C(=O)N2CCN(c3ccccn3)CC2)cc1 | -4% | -1 | 17% | 8% | -2% | -10% | 0.7 | -5%
CC1CCCC(C)N1C(=O)c1ccc(CS(=O)(=O)c2ccccc2)cc1 (stereo not given) | -3% | 6 | 11% | -4% | 5% | x | -1.1 | -2%
O=c1n(Cc2ccc(Cl)cc2)c2sc3c(c2c2ncnn12)CCCC3 | -23% | -12 | 19% | 15% | -11% | 0% | 0.1 | -1%
CC1CCCN(CC(=O)Nc2ccc(S(=O)(=O)N3CCCCCC3)cc2)C1 (stereo not given) | -15% | x | 3% | 5% | -24% | 9% | 0.8 | -7%
O=C(/C=C/C(Cl)(Cl)Cl)Nc1ccc(Cl)cc1 | -14% | 15 | -47%[inhibitor] | 6% | -20% | x | -7.0 | -4%
Nc1nnc(-c2cccc(F)c2)s1 | 5% | 0 | 1% | u | u | -2% | -0.3 | u
Cc1cccc(C)c1NC(=O)Cn1c(=O)c2cccn2c2ccccc21 | 3% | 1 | 0% | 14% | -3% | 13% | 0.1 | -9%
CS(=O)(=O)N1CCCCC1c1cc(C(=O)NCc2ccc(F)cc2)no1 (stereo not given) | -1% | 2 | -12% | -11% | -6% | -8% | 1.0 | -2%
O=C(Nc1ccc(N2CCCC2)cc1)c1ccc(Cl)cc1Cl | 16% | 1 | -6% | 4% | -2% | -5% | 0.7 | -15%
COC(=O)c1cnc(N)s1 | -20% | -7 | 5% | -2% | -11% | -15% | 0.6 | u
Cc1cccc(CN2CCC(CNC(=O)CSc3cc(=O)n(C)c4cc(Cl)ccc34)CC2)c1 | -2% | 1 | 9% | 3% | 5% | 17% | 7.3 | 1%
Cc1ccc2oc(=O)cc(/C=C/c3ccccc3)c2c1 | 2% | 6 | -5% | 3% | 0% | x | -3.8 | -3%
CCC(C)Nc1nc2ccccc2n2c(C)nnc12 (stereo not given) | -7% | 0 | -30% | -5% | -7% | -15% | -2.1 | -3%
Fc1ccc(-n2[nH]nnc2=S)cc1N1CCCC1 | -2% | x | 16% | -3% | 18% | 27% | 1.0 | u
CN(C(=O)c1cccc(Br)c1)C1CCS(=O)(=O)C1 (stereo not given) | -6% | 2 | -1% | 4% | -11% | -19% | -0.2 | 4%
Cc1ccc(NC(=O)c2ccccc2F)cc1S(=O)(=O)N1CCCCCC1 | -5% | -10 | 5% | 7% | -1% | 35% | -4.1 | u
Cc1ccc(N2C(=O)[C@@H]3[C@H](C2=O)C2c4ccccc4C=NN2[C@@H]3C(=O)c2ccc(Cl)cc2)cc1 (stereo not given in full) | -9% | 3 | 10% | 1% | 14% | 1% | -0.1 | -3%
S=C(NCc1ccc2c(c1)OCO2)NCc1ccc2c(c1)OCO2 | 6% | 4 | -9% | -9% | -23% | -1% | 0.9 | -29%
O=C(CCc1nnc(CCCCc2ccccc2)o1)NCCCc1cccnc1 | 10% | -6 | -10% | -6% | -1% | -32% | -4.4 | -5%
CC1=C(C(=O)OCc2ccccc2)C(c2ccc(C)cc2)NC(=O)N1 (stereo not given) | -5% | 0 | 1% | -16% | -3% | -15% | -1.1 | -2%
O=C(Nc1ccc(C(F)(F)F)cc1)c1ccc(NC(=O)C2CCCO2)cc1 (stereo not given) | -17% | 7 | -3% | 2% | u | 5% | 0.3 | 2%
c1coc(CNc2nc3nonc3nc2NCc2ccco2)c1 | -15% | -16 | 13% | 4% | -3% | 25% | -0.9 | -13%
O=C(c1cccc(S(=O)(=O)N2CCOCC2)c1)N(Cc1ccc(F)cc1)Cc1ccco1 | -5% | -1 | 3% | 1% | -8% | 18% | -0.3 | -1%
CCN1C(=O)C2(C(C#N)=C(N)Oc3n[nH]c(-c4ccc(Cl)cc4)c32)c2ccccc21 (stereo not given) | -2% | 0 | 9% | -2% | 2% | 0% | -2.4 | 1%
Cc1cc(NC(=O)Nc2cccc(Cl)c2)n(C(C)(C)C)n1 | 8% | -4 | -4% | 1% | -2% | -2% | 2.3 | -4%
COC(=O)c1ccc(NC(=O)COC(=O)C2CC(=O)N(Cc3ccccc3)C2)cc1 (stereo not given) | -1% | 8 | -8% | -1% | -15% | 8% | 0.6 | -6%
O=C1C2=C(NC(=S)NC2c2ccc(Cl)cc2)NC(c2ccc(Cl)cc2)N1c1ccc(Cl)cc1 (stereo not given) | -9% | -52* | -38%[inhibitor] | 9% | -3% | 28µM* | -1.3 | -2%
Nc1ccc(-c2nc3cc(N)ccc3n2CCO)cc1 | 1% | 5 | 2% | -1% | -2% | -14% | -0.4 | -14%
Cc1cccc(Cn2c(=O)n(Cc3ccco3)c(=O)c3ccccc32)c1 | -23% | 4 | 4% | 5% | 0% | u | -0.9 | -10%
COCC(=O)NC1CCN(S(=O)(=O)c2ccc(C(=O)O)cc2)CC1 | 11% | -1 | 9% | 3% | 4% | 7% | -0.7 | 0%
Cc1ccnc(NC(=O)c2ccc3[nH]c(=O)c(=O)[nH]c3c2)c1 | -9% | -3 | -11% | 9% | 1% | -30% | 0.5 | 0%
Cc1ccc(-c2csc(N3CCN(c4cc5c(cc4Cl)nc(C)n5CCN4CCCCC4)CC3)n2)cc1 | -7% | u | -11% | -20% | -15% | u | -0.5 | u
CCC(C)(C)n1nnnc1C(c1cccs1)N1CCN(c2nc3ccccc3s2)CC1 (stereo not given) | -5% | x | -55%[inhibitor] | 21% | 2% | 9% | 0.4 | -8%
Cc1ccc(C(=O)NCC(=O)Nc2ccncc2)cc1 | -2% | 2 | -3% | 8% | 7% | -11% | -1.9 | -2%
CCC(=O)N(CCC(c1ccc(C)cc1)c1ccco1)Cc1ccco1 (stereo not given) | u | -29 | -1% | 6% | u | 38% | -0.5 | -26%
C/C(=N\Nc1nc2ccccc2s1)c1cccs1 | -10% | 24 | -44%[inhibitor] | -1% | -23% | 18% | -1.9 | -1%
O=c1[nH]nc(-c2ccc(NCCCO)c([N+](=O)[O-])c2)c2ccccc12 | -7% | 3 | -3% | 7% | -13% | 10% | -0.4 | -8%
O=C(NCCCn1ccnc1)C(=O)NCC1OCCN1S(=O)(=O)c1ccccc1 (stereo not given) | 0% | -3 | 2% | -5% | 8% | 19% | -4.6 | -8%

Nothing new here: entries from further up.
SMILES | WRN inhibitor | PI5P4K alpha inh | Abeta rescue | EPAC1 agonist | EPAC1 antagonist | FUS suppressor | IL-2 act | PLK1 PBD inh
O=c1[nH]nc(-c2ccc(NCCCO)c([N+](=O)[O-])c2)c2ccccc12 | -7% | 3 | -3% | 7% | -13% | 10% | -0.4 | -8%
O=C(NCCCn1ccnc1)C(=O)NCC1OCCN1S(=O)(=O)c1ccccc1 (stereo not given) | 0% | -3 | 2% | -5% | 8% | 19% | -4.6 | -8%

Quoted from the listing:
EPAC1 antagonist, Cc1ccc(-c2csc(N3CCN(c4cc5c(cc4Cl)nc(C)n5CCN4CCCCC4)CC3)n2)cc1 reads -15%
PLK1 PBD inh, O=C(NCCCn1ccnc1)C(=O)NCC1OCCN1S(=O)(=O)c1ccccc1 (stereo not given) reads -8%
EPAC1 antagonist, O=c1[nH]nc(-c2ccc(NCCCO)c([N+](=O)[O-])c2)c2ccccc12 reads -13%
